# CRFR2-BP antag – antagonists of CRF-BP/CRF-R2 complex, primary screen, cell-based, HEK293, calcium dye fluorescence, uHTS; CRF-induced calcium fluorescence; AID 588475, 2011; inhibition, % at 11.8 µM; 350,000 compounds, 0.59% hits;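 active = inhibition of the ligand-induced calcium signal above about 50% at the single tested concentration, limit read from the data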
# HCV NS3 hel inh – inhibitors of HCV NS3 helicase, primary screen, biochemical, Cy5 molecular beacon fluorescence; Hepatitis C virus NS3 helicase; 290,000 compounds, 0.56% hits; NS3 helicase DNA unwinding; AID 1800, 2009; inhibition, % at 10.9 µM;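 active = inhibition above the mean of all tested compounds plus 3 SD, set per campaign, cut at about 35% in these data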;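 also: 0% = DMSO wells and 100% = thioflavine S control wells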
#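 Assay system: hepatitis C virus NS3 helicase domain fragment enzyme. Also added: annealed dual-labelled DNA beacon duplex, ATP-started. Timing: 1 h reaction at 25 °C, ATP-initiated. Technique: Cy5 fluorescence at 0 and 60 min, beacon hairpin quenching. Evaluation: % inhibition of unwinding. Replication: one well per compound.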
# MEKK2mut PB1 HTS – MEK5 binding signal on mutant MEKK2 PB1, primary screen, biochemical, multiplex bead flow cytometry, Alexa488-MEK5 | Alexa488-MEK5 binding to MEKK2 mutant | percent response, % at 10 µM | 290,000 compounds, 0.35% hits; in the data active = percent response above about 24%, passing the limit was not always enough; also: inactives centre near 1; some results filed as inactive read as strong as hits; reference of the scale not given here
# FID counter – compounds displacing fluorescent DNA intercalator, primary screen, artefact control for HCV NS3 helicase inhibitor project, biochemical, FID fluorescence | DNA fluorescent intercalator displacement | inhibition, % at 7.9 µM | 290,000 compounds, 0.17% hits | AID 1845, 2009; in the data active = inhibition above about 37%;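 also: 0% = vehicle and 100% = reference compound; higher means more ethidium bromide displaced from hairpin DNA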
# CRFBP-R2 agonist – agonists of CRF-BP/CRF-R2 complex, primary screen, cell-based, HEK293, calcium dye fluorescence, uHTS; calcium dye fluorescence (FLIPR); percent of saturating CRF peptide response; CRF-binding protein / CRF receptor 2 complex (human); 350,000 compounds, 0.46% hits; AID 588473, 2011; activation, % at 13.2 µM;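 active = activation of at least 50%, plus an integration ratio under a set limit after plate pattern correction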;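 also: plate controls were neutral control wells without compound for no effect and CRF at EC100 for full effect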
# MEKK3 PB1 HTS – modulators of MEKK3-MEK5 PB1 binding, primary screen, biochemical, wildtype MEKK3, multiplex bead flow cytometry, Alexa488-MEK5; bead-based flow cytometry, Alexa488-MEK5 binding to MEKK3; actives lie on both sides; 0 = blocked by unlabeled MEK5, 100 = vehicle; binding response (% of control), % at 10 µM; 290,000 compounds, 1.4% hits;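 active = binding response more than 3 SD above or below the average of its plate-row segment, actives on both sides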;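 also: Alexa488 bead fluorescence after subtracting the streptavidin-only scavenger bead signal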
# Target sequence (Q99759 whole entry, looked up): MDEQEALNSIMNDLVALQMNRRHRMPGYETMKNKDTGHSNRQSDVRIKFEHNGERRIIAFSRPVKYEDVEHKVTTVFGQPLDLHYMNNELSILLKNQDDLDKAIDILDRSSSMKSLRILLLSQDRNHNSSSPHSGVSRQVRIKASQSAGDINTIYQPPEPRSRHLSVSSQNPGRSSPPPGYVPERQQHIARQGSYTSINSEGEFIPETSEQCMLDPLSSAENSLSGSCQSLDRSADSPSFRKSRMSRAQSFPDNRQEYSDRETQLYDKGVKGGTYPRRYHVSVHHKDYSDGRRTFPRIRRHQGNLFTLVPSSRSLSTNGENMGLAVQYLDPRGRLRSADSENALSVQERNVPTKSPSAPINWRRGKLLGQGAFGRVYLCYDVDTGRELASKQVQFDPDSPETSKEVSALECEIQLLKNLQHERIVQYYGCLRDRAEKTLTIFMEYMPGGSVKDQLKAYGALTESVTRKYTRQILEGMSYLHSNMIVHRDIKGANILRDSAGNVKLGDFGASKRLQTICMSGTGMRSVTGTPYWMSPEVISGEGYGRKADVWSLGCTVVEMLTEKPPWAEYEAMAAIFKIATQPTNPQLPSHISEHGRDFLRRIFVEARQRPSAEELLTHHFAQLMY
# GalR3 antag – GalR3 antagonists in HEK293 cells, primary screen, cell-based, fluorescence readout. 360,000 compounds, 0.44% hits. HEK293 GalR3-CNG cAMP membrane potential fluorescence; galR3 body fused to GalR1 C-terminus. inhibition, % at 3 µM;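 active = inhibition above the screen-wide average plus 3 SD, cut at about 13% in these data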;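 also: forskolin and galanin both at EC90 stimulate the cells; cAMP rise reported by CNG channel membrane potential dye signal; 0% = forskolin plus galanin with DMSO and 100% = forskolin alone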
# Target sequence (O60755 1-299 limits assumed): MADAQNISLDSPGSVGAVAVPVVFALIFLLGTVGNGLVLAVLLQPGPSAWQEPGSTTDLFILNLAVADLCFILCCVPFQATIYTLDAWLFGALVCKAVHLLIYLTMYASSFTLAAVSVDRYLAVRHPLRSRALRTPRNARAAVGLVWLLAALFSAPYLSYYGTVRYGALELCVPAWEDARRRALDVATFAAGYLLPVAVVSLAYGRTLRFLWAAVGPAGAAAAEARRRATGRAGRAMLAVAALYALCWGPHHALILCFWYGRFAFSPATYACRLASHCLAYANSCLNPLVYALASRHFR
# MEKK2wt PB1 HTS – modulators of MEK5 binding to wildtype MEKK2, primary screen, biochemical, multiplex bead flow cytometry, Alexa488-MEK5; Mitogen-activated protein kinase kinase kinase 2 (Homo sapiens), Q9Y2U5; Alexa488-MEK5 binding to MEKK2 WT; actives lie on both sides; binding response (% of control), % at 10 µM; 290,000 compounds, 1.1% hits; AID 1531, 2009; in the data active = binding response below about 67% or above about 130%
# SUMO HTRF inh – inhibitors of in vitro SUMOylation cascade, primary screen, biochemical, HTRF, uHTS; 290,000 compounds, 0.36% hits; inhibition, % at 35 µM; HTRF SUMOylation assay, SAE1/SAE2 + UBC9; AID 2006, 2009; SUMO-conjugating enzyme UBC9 (Homo sapiens), P63279; in the data active = inhibition above about 50%, passing the limit was not always enough; also: strong numbers were not always called active
# Target sequence (P63279 whole entry, looked up): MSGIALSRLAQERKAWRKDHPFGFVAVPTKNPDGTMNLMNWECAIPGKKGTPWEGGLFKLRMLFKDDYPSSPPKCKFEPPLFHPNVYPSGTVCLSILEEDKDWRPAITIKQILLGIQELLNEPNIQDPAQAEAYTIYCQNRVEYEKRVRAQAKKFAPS
# An asterisk follows results filed as active; · = no result given. Only part of the results is shown; count on the stated rates, not on these rows.
SMILES,CRFR2-BP antag,HCV NS3 hel inh,MEKK2mut PB1 HTS,FID counter,CRFBP-R2 agonist,MEKK3 PB1 HTS,GalR3 antag,MEKK2wt PB1 HTS,SUMO HTRF inh
CC1CCN(CC(O)COCCC23CC4CC(CC(C4)C2)C3)CC1 (centres undefined),-55.3,-11.0,-1.0,10.0,-0.1,103.0,-10.0,112.0,-19.4
CCOc1ccc(C2Nc3ccc4ccccc4c3-c3c2c(=O)oc2ccccc32)cc1 (centres undefined),-14.6,6.6,-4.0,4.6,0.1,95.0,1.9,88.0,40.0
Cc1cc(C(F)(F)F)c2sc(N)nc2n1,-6.4,2.9,4.0,-5.0,-0.8,103.0,-1.1,102.0,-3.8
CCOC(=O)C1CCN(Cc2oc(CO)cc(=O)c2O)CC1,4.8,-0.7,·,-5.0,4.3,·,-4.8,·,11.6
CCOc1ccc(C(=O)COC(=O)CC)cc1,9.7,-4.1,10.0,-0.5,-0.9,113.0,2.0,112.0,9.6
COc1ccc(NC(=O)c2ccc(Cn3cc(Cl)cn3)cc2)cc1,7.4,1.8,-10.0,-11.9,-1.4,102.0,-2.5,101.0,12.0
CCC1=NN2C(=N)/C(=C\c3cccn3-c3ccc(C)c(C)c3)C(=O)N=C2S1,-10.0,9.0,-1.0,-12.6,-0.9,86.0,0.3,91.0,37.2
Nc1nonc1C(=O)N/N=C/c1cc2c(cc1[N+](=O)[O-])OCO2,-0.5,8.2,-4.0,-1.5,-0.2,92.0,-4.3,90.0,11.4
O=C(NCC(=O)N(Cc1ccc(F)cc1)C(C(=O)NCC1CCCO1)c1ccccc1)c1ccco1 (centres undefined),-1.1,1.8,1.0,-30.8,0.4,98.0,4.2,95.0,-6.5
CCn1c(CN2CCN(CCO)CC2)nc2ccccc21,-13.7,-0.4,-25.0,0.7,-0.8,76.0,3.6,74.0,1.3
O=C(CSc1nc2ccccc2o1)Nc1ccccc1N1CCOCC1,-2.7,-5.4,20.0,-14.7,0.4,97.0,-0.9,98.0,-3.9
O=C(/C=C/c1cccs1)NC1CCCC1,11.3,1.9,5.0,-4.1,-1.2,101.0,-8.3,99.0,2.9
CCC(=O)c1cc(F)c(N2CCN(C(=O)Cc3ccccc3)CC2)cc1C,-1.4,-10.8,14.0,-36.5,-2.1,106.0,2.2,116.0,4.7
Nc1c(C(=O)c2ccc(F)cc2)oc2ccccc12,6.8,-6.9,7.0,-1.1,-0.8,106.0,-6.9,106.0,11.2
O=C(O)Cn1cccc1C(=O)c1ccccc1,-4.3,11.5,4.0,0.5,-1.9,105.0,·,98.0,10.9
Cc1nc2ccc3nc(NC(=O)C4COc5ccccc5O4)sc3c2s1 (centres undefined),-24.3,-9.3,·,3.1,3.2,·,-1.9,·,-7.7
CN(C)/C=C/C(=O)c1cnc(-c2ccccn2)s1,-4.2,-6.0,-52.0,-2.9,2.6,93.0,-4.6,98.0,9.1
Cc1ccc2cccc(S(=O)(=O)n3nc(C)cc3C)c2n1,2.7,-7.7,-1.0,-2.4,-0.6,97.0,-5.3,98.0,-0.1
O=[N+]([O-])c1cccc(Nc2c3ccccc3nc3ccccc23)c1,-17.2,4.1,-10.0,1.2,-0.9,99.0,-5.8,95.0,15.0
COCCNC(=O)C(c1cccnc1)N(Cc1ccc(C)cc1)C(=O)Cn1nnc2ccccc21 (centres undefined),-12.6,-14.5,-10.0,-36.8,-0.8,94.0,-3.1,91.0,-1.7
CCN(CC)c1c([N+](=O)[O-])c(=O)sc2ccccc12,-0.7,17.6,-2.0,-0.8,-0.6,104.0,2.7,104.0,19.5
N#C/C(=C/c1cc(Br)cs1)C(=O)NCC1CCCO1 (centres undefined),-12.5,8.3,17.0,0.8,-1.2,104.0,1.6,110.0,8.8
CC(Oc1cc(Cl)ccc1Cl)C(=O)N/N=C\c1ccnn1C (centres undefined),-7.4,9.3,2.0,-23.1,1.6,104.0,-4.6,106.0,15.0
C/C(=C\C(=O)c1ccc(Br)cc1)NCc1ccccc1,11.9,-2.4,2.0,-1.7,-0.4,102.0,-1.3,104.0,8.3

# Quoted from the listing.
# FID counter, CCC(=O)c1cc(F)c(N2CCN(C(=O)Cc3ccccc3)CC2)cc1C → -36.5
# FID counter, CN(C)/C=C/C(=O)c1cnc(-c2ccccn2)s1 → -2.9
# GalR3 antag, Nc1c(C(=O)c2ccc(F)cc2)oc2ccccc12 → -6.9
# CRFR2-BP antag, O=[N+]([O-])c1cccc(Nc2c3ccccc3nc3ccccc23)c1 → -17.2
# GalR3 antag, N#C/C(=C/c1cc(Br)cs1)C(=O)NCC1CCCO1 (centres undefined) → 1.6

# Profiles as entered above.
# `O=C(O)Cn1cccc1C(=O)c1ccccc1` is entered as CRFR2-BP antag = -4.3; HCV NS3 hel inh = 11.5; MEKK2mut PB1 HTS = 4.0; FID counter = 0.5; CRFBP-R2 agonist = -1.9; MEKK3 PB1 HTS = 105.0; GalR3 antag = ·; MEKK2wt PB1 HTS = 98.0; SUMO HTRF inh = 10.9
# `O=[N+]([O-])c1cccc(Nc2c3ccccc3nc3ccccc23)c1` is entered as CRFR2-BP antag = -17.2; HCV NS3 hel inh = 4.1; MEKK2mut PB1 HTS = -10.0; FID counter = 1.2; CRFBP-R2 agonist = -0.9; MEKK3 PB1 HTS = 99.0; GalR3 antag = -5.8; MEKK2wt PB1 HTS = 95.0; SUMO HTRF inh = 15.0
# `CCC(=O)c1cc(F)c(N2CCN(C(=O)Cc3ccccc3)CC2)cc1C` is entered as CRFR2-BP antag = -1.4; HCV NS3 hel inh = -10.8; MEKK2mut PB1 HTS = 14.0; FID counter = -36.5; CRFBP-R2 agonist = -2.1; MEKK3 PB1 HTS = 106.0; GalR3 antag = 2.2; MEKK2wt PB1 HTS = 116.0; SUMO HTRF inh = 4.7

# Quoted at random: 2 entries already listed.
SMILES,CRFR2-BP antag,HCV NS3 hel inh,MEKK2mut PB1 HTS,FID counter,CRFBP-R2 agonist,MEKK3 PB1 HTS,GalR3 antag,MEKK2wt PB1 HTS,SUMO HTRF inh
CCN(CC)c1c([N+](=O)[O-])c(=O)sc2ccccc12,-0.7,17.6,-2.0,-0.8,-0.6,104.0,2.7,104.0,19.5
Nc1c(C(=O)c2ccc(F)cc2)oc2ccccc12,6.8,-6.9,7.0,-1.1,-0.8,106.0,-6.9,106.0,11.2

# The list goes on:
SMILES,CRFR2-BP antag,HCV NS3 hel inh,MEKK2mut PB1 HTS,FID counter,CRFBP-R2 agonist,MEKK3 PB1 HTS,GalR3 antag,MEKK2wt PB1 HTS,SUMO HTRF inh
COc1ccc(OC)c(C2=NO[C@@](CC(=O)O)(C(=O)Nc3ccc4c(c3)OCCO4)C2)c1,-1.7,-1.0,0.0,-24.4,-1.4,104.0,-10.0,108.0,1.1
COc1cc(C(=O)NCc2nnc(SCC(=O)Nc3cc(C)on3)o2)cc(OC)c1OC,0.0,-1.7,4.0,-11.0,1.8,108.0,-1.8,106.0,-4.8
CCOc1ccc(-c2cc3nc(C4CCN(C(=O)OC(C)(C)C)CC4)c(C(=O)O)cn3n2)cc1,16.2,-4.2,-6.0,-16.2,-0.4,101.0,-5.6,93.0,11.7
O=C1NC2NC(=O)N(C(Cc3ccccc3)C(=O)O)C2N1 (centres undefined),-16.3,4.8,3.0,3.0,-1.2,104.0,-1.6,95.0,5.7
COc1ccc(C)cc1NCc1cccc(OC)c1OC,78.4*,2.2,1.0,6.5,-3.1,105.0,-7.2,102.0,-21.0
COCCCNC(=O)c1ccc(Cn2c(=O)c3ccccc3n(Cc3ccc(C)cc3)c2=O)cc1,-41.1,-1.4,7.0,-2.8,1.1,125.0*,-3.6,117.0,-10.6
CC(C)CN1C(=O)/C(=C/c2ccco2)NC1=S,-27.0,34.3,-5.0,-18.7,4.5,94.0,1.6,90.0,14.6
CN(C)c1cc[n+](CCC(=O)Nc2cccc([N+](=O)[O-])c2N)cc1,-15.0,1.3,-2.0,-1.9,-2.5,93.0,-11.1,94.0,3.1
Cc1ccc(C(=O)NC(=S)NCc2cccnc2)cc1,-3.0,1.8,1.0,-11.7,-1.8,99.0,-3.6,101.0,-0.8
CCC(C)NC(=O)C1CN(S(=O)(=O)c2ccccc2)CCN1S(=O)(=O)c1ccccc1 (centres undefined),-0.5,4.3,10.0,-13.8,-0.1,111.0,-2.2,114.0,-2.2
COCCC(=O)N1CCC(Oc2ccc(C(=O)N(C)C3CCCCC3)cc2)CC1,11.4,-9.2,3.0,-37.1,-1.0,100.0,-11.3,98.0,11.7
COc1ccc(C)cc1NC(=O)C(=O)N1CCCC1,3.5,3.3,20.0,-4.7,-1.0,106.0,-3.1,108.0,8.2
C=CCOc1ccc(C2NC(=S)NC(c3ccccc3)=C2C(C)=O)cc1OC (centres undefined),-12.3,1.3,0.0,-20.0,0.6,105.0,-7.0,101.0,0.5
Cn1cc(C(=O)N/N=C/C(Br)=C/c2ccccc2)ccc1=O,0.5,9.2,-2.0,-10.8,-0.7,92.0,-7.5,93.0,21.5
CC(C)NC(=O)C1CCCN(c2nnc(-n3cccc3)s2)C1 (centres undefined),15.4,-0.6,6.0,-7.8,-4.3,105.0,·,105.0,3.0
CC(C)c1ccc(CN2CCC(Oc3ccc(C(=O)N4CCCC4)cc3)CC2)cc1,1.8,-22.1,-1.0,7.4,-0.1,99.0,-2.4,109.0,0.7
COc1ccc(CCN2C(=O)N(c3ccc(OC)cc3)C(=O)C2CC(=O)Nc2ccccc2)cc1 (centres undefined),-17.7,-6.7,-4.0,-15.4,-0.3,101.0,-1.3,98.0,-9.2
O=C(NNC(=S)NC(=O)c1cccs1)c1ccc(O)cc1,-0.8,1.5,7.0,-2.3,2.0,105.0,-2.1,104.0,-1.7
CC(C)n1c(-c2ccccc2F)n[nH]c1=S,9.1,2.0,2.0,-2.9,0.2,96.0,-6.3,97.0,-16.6
O=C(NCc1ccco1)c1cccc(NC(=O)c2ccccc2)c1,-8.5,-2.5,1.0,-4.8,-3.1,98.0,-3.3,99.0,-24.4
CCN(CC)c1ccc(C(=O)c2ccccc2C(=O)O)c(O)c1,-19.6,9.3,21.0,-34.6,0.9,118.0,-3.2,125.0,6.9
CC1(C)Oc2ccc3ccc(=O)oc3c2C[C@H]1O,-1.0,·,3.0,·,-2.3,95.0,-4.4,104.0,10.1
O=C(NCc1ccco1)c1ccc(Cn2cc([N+](=O)[O-])cn2)o1,-1.4,2.0,1.0,2.3,-1.8,95.0,-5.6,101.0,7.2
Clc1ccc(CSc2nnc3c(n2)[nH]c2ccccc23)cc1,-3.0,0.1,1.0,-2.4,-0.2,103.0,0.8,96.0,45.2
NC(=O)CN1C(=O)C(=O)N(Cc2ccccc2)C1=O,-3.0,2.3,-1.0,-4.3,0.2,99.0,-11.3,95.0,30.3
CCN1CCN(c2nc3ccccc3nc2C(C#N)C(=O)OC2CCCCC2)CC1 (centres undefined),-16.8,-65.0,7.0,2.8,0.8,102.0,-5.6,120.0,-6.8
